# Assay outcomes as filed in PubChem.
# NOD2 inhibition: inhibition of NOD2-driven NF-kB reporter – cell-based, luminescence, uHTS, HEK293 (AID 1566) | HEK293 NOD2/NF-kB luciferase reporter, luminescence; higher % means a stronger effect | inhibition, % at 4 µM; hits with a dose series show EC50 in µM | 290,000 compounds, 0.63% hits; note: many of its hits are not listed in these tables
# Large T inhibition: SV40 large T antigen inhibitors, biochemical (AID 1903); SV40 large T antigen ATPase/helicase inhibition assay; higher % means a stronger effect; inhibition, % at 20 µM; hits with a dose series show IC50 in µM; 310,000 compounds, 0.39% hits; in the data active = a potency from the dose series; inconclusive = inhibition mostly from about 32% at the one dose, without a potency; inactive = the rest, 99 in 100 with inhibition below about 32%; note: strong numbers were not always called active
# NOD1 NF-kB reporter: NOD1 signaling inhibitors, primary screen, cell-based, luminescence, uHTS (AID 1578) | NOD1-driven NF-kB luciferase reporter cells, luminescence; higher % means a stronger effect | one-dose inhibition, % at 4 µM; EC50 in µM for titrated hits | 290,000 compounds, 1% hits; in the data active = inhibition mostly above about 36%, no sharp cut-off; inactive = mostly below about 34%;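 note: HEK-293T reporter cells stimulated with the NOD1 agonist gamma-tri-DAP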
# MgcRacGAP inhibition: MgcRacGAP GTPase-activating activity inhibitors, confirmation, biochemical, ADP Hunter fluorescence; MgcRacGAP-stimulated Rac1 GTP hydrolysis, ADP Hunter fluorescence; higher % means a stronger effect; GST-tagged Rac1 F28L mutant substrate; 340,000 compounds, 0.6% hits; inhibition, % at 30 µM, or IC50 in µM where a hit was titrated;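 active = first-screen hits whose inhibition reached a set limit at any dose in the follow-up dose series; inconclusive = inhibition above the set first-screen limit but never retested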;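 note: fluorescence reports GDP produced by GAP-driven GTP hydrolysis; strong numbers were not always called active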
# KOR beta-arrestin-1: KOR agonists, beta-arrestin recruitment, primary screen, cell-based, luminescence, uHTS (AID 1777). KOR beta-arrestin recruitment, luminescence; higher % means a stronger effect. activation, % at 10 µM, or EC50 in µM where a hit was titrated. 280,000 compounds, 0.02% hits; in the data active = activation above about 50%, passing the limit was not always enough; note: a part of the inactive calls stands beside numbers as strong as those of hits
# GPR55 LPI antagonism: GPR55 antagonists blocking LPI-driven arrestin recruitment, primary screen, imaging, U2OS, beta-arrestin-GFP, LPI agonist (AID 2013) | U2OS GPR55 beta-arrestin-GFP translocation imaging, LPI antagonism; higher % means a stronger effect | one-dose inhibition, % at 10 µM; IC50 in µM for titrated hits | 290,000 compounds, 0.13% hits;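 active = spots per cell inhibited over 60%, with over 100 cells counted and total cytoplasm intensity under 500,000; inconclusive = wells with under 100 cells, flagged as likely toxic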;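 note: U2OS cells stably carrying GPR55 and arrestin-GFP stimulated by 5 µM LPI near EC80; imaged beta-arrestin-GFP aggregate spots per cell after agonist stimulation; plate controls were LPI-stimulated DMSO wells for no effect and DMSO wells without LPI for full effect; some results filed as inactive read as strong as hits; confirmed hits need IC50 under 10 µM and bright autofluorescent wells are also inconclusive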
# KOR beta-arrestin-2: KOR antagonists, beta-arrestin recruitment, cell-based, luminescence, uHTS (AID 1778) | inhibition, % at 10 µM; hits with a dose series show IC50 in µM | KOR beta-arrestin recruitment, luminescence, antagonist mode; higher % means a stronger effect | 290,000 compounds, 0.091% hits; note: strong numbers were not always called active
# HIV peptide binding: inhibitors of HIV fusion peptide binding, primary screen, biochemical, uHTS, fluorescence dequenching (AID 1986); cell-free peptide binding, fluorescence dequenching, 30 min; higher % means a stronger effect; inhibition, % at 20 µM; hits with a dose series show IC50 in µM; 290,000 compounds, 0.3% hits; in the data active = inhibition mostly above about 52%, no sharp cut-off; inactive = mostly below about 76%; note: some results filed as inactive read as strong as hits
# GPR55 activation: selective activators of receptor GPR55 – imaging, U2OS cells, beta-arrestin-GFP redistribution, primary screen (AID 1961). U2OS GPR55 beta-arrestin-GFP redistribution imaging; higher % means a stronger effect. activation, % at 10 µM, or EC50 in µM where a hit was titrated. 290,000 compounds, 0.048% hits;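 active = activation above 40% with more than 50 cells counted in the well; inconclusive = wells holding fewer than 50 cells, flagged as toxic or sparse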;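 note: U2OS osteosarcoma cells stably expressing GPR55 and beta-arrestin-GFP; plate controls were DMSO negative control for no effect and LPI positive control for full effect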
# * marks the source's active call; other numbers are inactive results; u = inconclusive; x = no result given; & = joins results of further samples; [ ] = another dose, or the depositor's remark. Cut-off read from the data, not from the text of the source, unless noted: active = inhibition above about 50%; inactive = the rest.
SMILES,NOD2 inhibition,Large T inhibition,NOD1 NF-kB reporter,MgcRacGAP inhibition,KOR beta-arrestin-1,GPR55 LPI antagonism,KOR beta-arrestin-2,HIV peptide binding,GPR55 activation
CCOC(=O)N1CCN(C(=O)CCCn2c(=O)[nH]c3ccccc3c2=O)CC1,7.9%,-8.1%,-13.1%,3.4%,-1.7%,25.9%,-28.5%,5.2%,-0.1%
CCOCC(=O)Nc1cccc(SC)c1,0.6%,2.5%,-18.3%,9.0%,0.7%,-1.0%,-20.4%,-1.8%,0.4%
Cn1c(=O)oc2cc(S(=O)(=O)Nc3ccc(O)cc3)ccc21,2.8%,4.64µM*,-2.3%,u,3.5%,3.6%,-44.0%[20 µM],3.5%,-0.1%
COc1ccc(-c2noc(-c3cccc(Cl)c3)n2)cc1OC,-45.1%,14.7%,-45.0%,6.1%,2.6%,3.5%,27.5%,1.7%,-0.1%
CCCCNC(=O)CN1CCN(Cc2ccc3cc(OC)ccc3c2)CC1,-3.2%,12.9%,-1.3%,u,1.6%,25.7%,13.9%,0.6%,-0.1%
CCN1C(=O)/C(=C\c2cccc(OC(=O)c3ccco3)c2)SC1=S,9.1%,-1.5%,-30.5%,4.8%,-0.2%,5.0%,-6.0%,-1.4%,-0.2%
CC(N=C(NC#N)Nc1ccncc1)C(C)(C)C (configuration not stated),-3.0%,13.6%&0.6%,-28.9%,0.4%&1.5%,-0.9%,-9.7%,-39.9%,0.8%,0.2%
COC(=O)c1nn(-c2c(C)n(C)n(-c3ccccc3)c2=O)cc1O,2.4%,5.9%,-9.7%,1.1%,-1.0%,-2.5%,12.7%,-2.2%,-0.1%
Cc1nc(CNC(=O)CC2C(=O)NCCN2Cc2cccc(Oc3ccccc3)c2)cs1 (configuration not stated),11.0%,4.5%,-32.2%,2.8%,5.5%,-1.3%,-27.4%,3.0%,0.0%
CCOc1ccccc1C1CC(=O)Nc2cc(C)c(C)cc21 (configuration not stated),-3.3%,15.3%,-13.9%,11.8%,-0.9%,-3.9%,-15.8%[20 µM],1.1%,-0.3%
COc1ccc(-c2ncnc(C(F)(F)F)c2-c2csc(C)n2)c(O)c1,3.3%,12.7%,-8.5%,10.6%,2.7%,3.7%,17.4%,-0.7%,0.7%
Cc1ccc(F)c(CNC(=O)C2CCC(=O)N(Cc3ccccn3)C2)c1F (configuration not stated),-29.2%,2.1%,-2.2%,7.3%,-5.9%,3.5%,-5.7%,-1.4%,-0.2%
COc1ccc(CNC(=O)CS(=O)(=O)Cc2nc(-c3ccc(OC)cc3)oc2C)cc1,29.2%,-1.8%,27.4%,9.1%,0.7%,9.7%,-34.7%,-1.5%,0.1%
CC(C)Oc1ccc(N2CC(C(=O)Nc3ccc4c(c3)OCO4)CC2=O)cc1 (configuration not stated),-9.4%,9.7%,-13.0%,2.0%,13.3%,5.9%,8.5%,5.7%,-0.1%
O=C(c1ccc(OC2CCN(Cc3ccccc3OC(F)F)CC2)cc1)N1CCCC1,19.3%,1.8%,-0.3%,-0.9%,-1.7%,-4.2%,-33.9%,-0.9%,-0.2%
COc1ccc(/C=N/Nc2ccccn2)cc1OC,-55.1%,9.6%,1.4%,x,2.3%,-0.7%,-6.1%,-1.5%,-0.3%
N#CCN(N=Nc1ccccc1)c1ccccc1,-3.9%,4.3%,-1.2%,11.8%,16.3%,-12.0%,21.1%,-1.9%,-0.1%
Cc1nn(Cc2c(Cl)cccc2Cl)c(C)c1N,6.4%,12.6%,-17.9%,8.2%,-0.8%,-5.0%,-26.9%,3.0%,-0.4%
COc1cc(C)nc(N(C)S(=O)(=O)c2ccccc2Cl)n1,1.6%,4.9%,-3.2%,11.7%,-0.8%,13.7%,34.3%,-1.0%,0.1%
COCCn1c(N2CCCC2)nc2c1c(=O)[nH]c(=O)n2C,-4.0%,5.2%,-31.4%,13.8%,-1.1%,-5.9%,4.5%,-1.0%,-0.1%
COc1cc2c(cc1OC)/C(=C/c1ccc(Br)cc1)C(=O)OC2,9.8%,21.1%,19.7%,8.0%,1.5%,-6.4%,7.4%,-3.1%,-0.3%
Cc1ccc2c(c1)N(CC(=O)NCCCN1CCN(C)CC1)C(=O)CO2,12.7%,5.2%,-9.7%,11.8%,-0.4%,-4.2%,2.6%,-1.1%,1.2%
CC(C)(C)c1nnc(NC(=O)c2cccnc2Cl)s1,6.9%,7.7%,-25.1%,3.0%,x,3.3%,5.8%,-0.7%,-0.3%
Cc1ccccc1C(=O)Nc1sc(C)c(C)c1C(=O)c1ccccc1,21.1%,-7.7%,17.3%,7.7%,9.4%,10.1%,24.6%,1.3%,-0.1%
Nc1nc(-c2ccc3c(c2)CCC(=O)N3)cs1,-26.0%,29.3%,-52.4%,11.2%,2.8%,-1.5%,8.2%,1.0%,0.5%
N#CCCN(Cc1cccnc1)C(=O)c1ccc(S(=O)(=O)N2CCOCC2)cc1,-8.4%,8.5%,-2.5%,8.8%,1.2%,0.9%,-15.0%,0.7%,-0.3%
O=C(CC(Nc1cccc(Cl)c1Cl)C(=O)OCC(=O)c1cccs1)c1ccccc1 (configuration not stated),5.1%,-3.5%,-11.6%,8.9%,-0.7%,4.0%,30.7%,-2.0%,-0.3%
O=C(COc1ccccc1)Nc1c2c(nn1-c1ccccc1)CS(=O)(=O)C2,8.2%,13.2%,-9.4%,6.2%,1.2%,12.4%,-1.5%,2.9%,0.1%
CCCN(CCC)c1nc2c(C)cccn2c(=O)c1/C=C1/SC(=S)N(Cc2ccco2)C1=O,-7.9%,x,-4.6%,x,1.0%,18.8%,13.4%,49.5%,2.97µM*
C=CCn1c(SCCNC(C)=O)nc2cc(-c3ccccc3)sc2c1=O,-16.9%,3.3%,21.6%,-6.4%,4.0%,-1.2%,-35.4%,0.7%,0.2%
NS(=O)(=O)c1ccc(-c2ccc(C=NC3CCS(=O)(=O)C3)o2)cc1 (configuration not stated),1.4%,21.2%,-0.9%,9.4%,-2.8%,-0.3%,-17.5%,1.0%,-0.3%
Cc1ccn2c(/C=N/OCc3cccc(F)c3)c(-c3ccc(Cl)cc3)nc2c1,-8.1%,3.5%,9.5%,10.4%,2.5%,-14.1%,-1.5%,1.0%,-0.1%
Cc1c(C)c2ccc(OCC(=O)NCCN3CCOCC3)cc2oc1=O,7.7%,13.8%,-17.9%,7.2%,-5.7%,14.3%,-6.1%,1.0%,-0.2%
O=C(c1cccc(NS(=O)(=O)c2cccc(F)c2)c1)N1CCN(c2ccccc2)CC1,8.5%,11.8%,-10.9%,7.4%,8.5%,-4.0%,-20.1%,-0.6%,-0.3%
O=C(Nc1ccc(-c2nc3ccccc3s2)c(OC(=O)c2ccccc2)c1)c1ccccc1,-139.8%,16.8%,-34.0%,6.9%,-0.1%,7.4%,-7.9%,2.5%,-0.4%
CCCc1[nH][nH]c(=O)c1C(c1ccc(Cl)cc1)C(C#N)C#N (configuration not stated),-3.8%,15.9%,3.7%,1.9%,-1.3%,9.6%,9.1%,3.3%,0.4%

# Quoted at random: two records from the list
SMILES,NOD2 inhibition,Large T inhibition,NOD1 NF-kB reporter,MgcRacGAP inhibition,KOR beta-arrestin-1,GPR55 LPI antagonism,KOR beta-arrestin-2,HIV peptide binding,GPR55 activation
COC(=O)c1nn(-c2c(C)n(C)n(-c3ccccc3)c2=O)cc1O,2.4%,5.9%,-9.7%,1.1%,-1.0%,-2.5%,12.7%,-2.2%,-0.1%
Cc1c(C)c2ccc(OCC(=O)NCCN3CCOCC3)cc2oc1=O,7.7%,13.8%,-17.9%,7.2%,-5.7%,14.3%,-6.1%,1.0%,-0.2%

# (further entries)
SMILES,NOD2 inhibition,Large T inhibition,NOD1 NF-kB reporter,MgcRacGAP inhibition,KOR beta-arrestin-1,GPR55 LPI antagonism,KOR beta-arrestin-2,HIV peptide binding,GPR55 activation
Oc1cccc(C(Nc2nccs2)c2ccc3cccnc3c2O)c1 (configuration not stated),9.8%,2.1%,-12.1%,2.4%,0.7%,11.3%,-8.9%,-3.1%,-0.6%
COCC1CCN(C(=O)c2cc(COc3ccc(C)c(C)c3)on2)C1 (configuration not stated),4.3%,10.1%,-37.3%,11.9%,-1.1%,-5.1%,-3.9%,0.9%,0.3%
CN1C(=O)c2ccc(NC(=O)c3ccc(N4CCCCC4)c([N+](=O)[O-])c3)cc2C1=O,-2.4%,-0.3%,-42.1%,13.0%,17.1%,-7.5%,20.8%,-0.4%,-0.1%
Cc1ccc(/C=C/C(=O)Nc2nc3ccccc3[nH]2)cc1,7.7%,13.5%,-16.1%,2.6%,0.0%,-26.9%,34.5%,-5.4%,0.8%
Cc1nnc(SCC(=O)Nc2cc(C(F)(F)F)ccc2N2CCOCC2)o1,-8.2%,5.7%,-14.7%,3.4%,-2.4%,-3.3%,16.7%,1.3%,0.1%
CC[n+]1c(-c2ccc(C)cc2)csc1Nc1c(C)n(C)n(-c2ccccc2)c1=O,23.5%,8.4%,-7.6%,12.9%,-4.9%,12.3%,17.4%,-1.0%,-0.1%
CCCn1c(SCC(=O)Nc2cccc(C)n2)nnc1C(C)C,-4.5%,0.5%,-19.2%,x,-1.3%,-1.3%,-15.6%,-0.4%,-0.1%
COC(=O)Cc1nnc(NC(=O)C(C)C)s1,4.6%,5.6%,-9.7%,4.8%,-2.3%,1.2%,-5.6%,-0.1%,-0.1%
COc1ccc(NC(=O)c2cc(-c3ccccc3Cl)no2)cc1,-1.3%,-0.2%,-4.3%,10.6%,-0.8%,-1.6%,-2.7%,1.4%,0.5%
Clc1ccccc1C1=Nn2c(nnc2-c2ccco2)SC1,13.9%,12.2%,-3.9%,x,-0.9%,-9.5%,16.1%,-0.6%,0.9%
Cc1nc2cc(NC(=O)c3ccc(S(=O)(=O)N(C)c4ccccc4)cc3)ccc2o1,18.3%,-1.9%,10.4%,5.4%,-3.1%,5.4%,-5.5%,-1.7%,-0.2%
CC1(C)Cc2c(sc(NC(=O)Cc3ccccc3)c2C#N)CO1,-23.0%,11.4%,-8.3%,2.2%,-0.7%,-10.0%,-16.4%,-1.0%,-0.2%
O=C(OCc1cc(=O)n2c(n1)sc1ccccc12)c1ccc2c(=O)n3c(nc2c1)CCC3,-1.6%,x,-13.1%,2.1%,3.1%,-6.9%,-3.1%,0.0%,-0.1%
CCOC(=O)c1ccc(N2CN=C3SCC(=O)N3C2)cc1,-7.2%,8.9%,-12.7%,5.5%,-4.2%,-6.3%,-31.8%,-1.0%,-0.2%
Cc1cc(C)n2[nH]c(=O)c(N=Nc3cccc(Cl)c3)c2n1,13.3%,10.1%,-20.9%,10.2%,-0.7%,-3.3%,20.5%,-2.9%,0.1%
NS(=O)(=O)c1ccc(NCC2COc3ccccc3O2)c([N+](=O)[O-])c1 (configuration not stated),1.2%,1.1%,-22.2%,2.2%,-1.3%,3.4%,-13.9%[20 µM],-2.0%,0.2%

# The list is partial. The share of hits here may be higher or lower than overall.
